NF-kB neuron act = compounds increasing NF-kB expression in human neuronal cells. NF-kB reporter expression; stronger effect = higher value. fold change at 12.5 µM. 1.6% of 190,000 active. AID 1239; in the data active = fold change above about 3.3
APP 5'UTR act = APP 5'UTR luciferase reporter activation | SH-SY5Y APP 5'UTR luciferase reporter, luminescence; zero percent = DMSO vehicle wells | activation, % at 2 µM | 1% of 190,000 active | AID 1276;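 active = activation above a set limit, based on mean plus 3 SD of controls, cut at about 140% in these data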; also: values of inactives mirror those of a sister screen read the other way
PMI act hi M6P = increases human PMI activity with near-saturating mannose 6-phosphate; 0.34% of 190,000 active; coupled PMI enzyme assay, resazurin fluorescence, 20 min; stronger effect = higher value; 1 = untreated enzyme, 0 = substrate-free blank; AID 1216; activation factor at 20 µM;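 active = activation factor of 2 or more at 20 µM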
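Material: human phosphomannose isomerase with PGI, G6PDH, diaphorase coupling enzymes; amount: PMI at 15 ng/mL final; also added: Mannose-6-phosphate 1.0 mM (near-saturating) plus 0.22 mM NADP+; incubation: enzyme reaction with compound 20 min at room temperature; signal: resorufin fluorescence (Ex 544/Em 590 nm) from resazurin via diaphorase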
TNAP inh hiacc = blocks human TNAP under high phosphate acceptor concentration | purified TNAP, CDP-star luminescence, 1 M DEA | inhibition, % at 20 µM | AID 1135 | 0.03% of 200,000 active | P05186;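 active = over 50% inhibition of tissue-nonspecific alkaline phosphatase at 20 µM in the single-dose screen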;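 also: plate controls were DMSO wells for no effect and EDTA-quenched wells as full inhibition for full effect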
Target sequence (P05186 whole entry, looked up): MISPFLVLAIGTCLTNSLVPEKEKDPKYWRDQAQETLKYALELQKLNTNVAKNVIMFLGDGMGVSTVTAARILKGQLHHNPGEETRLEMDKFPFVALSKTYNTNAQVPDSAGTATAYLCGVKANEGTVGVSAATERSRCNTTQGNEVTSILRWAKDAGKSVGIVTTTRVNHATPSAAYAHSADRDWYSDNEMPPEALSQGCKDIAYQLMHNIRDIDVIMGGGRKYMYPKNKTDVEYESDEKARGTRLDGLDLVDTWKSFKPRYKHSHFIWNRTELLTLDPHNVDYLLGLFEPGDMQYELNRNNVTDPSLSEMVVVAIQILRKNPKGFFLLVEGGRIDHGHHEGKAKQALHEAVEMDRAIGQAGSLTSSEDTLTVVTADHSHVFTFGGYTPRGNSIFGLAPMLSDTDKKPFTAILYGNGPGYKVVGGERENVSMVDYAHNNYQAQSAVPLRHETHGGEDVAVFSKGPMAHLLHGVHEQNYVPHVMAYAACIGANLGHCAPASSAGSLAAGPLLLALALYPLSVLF
FLuc stim CS = firefly luciferase counter-screen for stimulation assays | P08659 | ATPlite luciferase biochemical, luminescence, 10 min; 0 = ATP-free wells, 1 = DMSO control | activation factor at 10 µM | 200,000 tested, under 10 active;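 active = luciferase activation factor, scaled between plate controls, of at least 2 with compound at 10 µM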
Target sequence (P08659 whole entry, looked up): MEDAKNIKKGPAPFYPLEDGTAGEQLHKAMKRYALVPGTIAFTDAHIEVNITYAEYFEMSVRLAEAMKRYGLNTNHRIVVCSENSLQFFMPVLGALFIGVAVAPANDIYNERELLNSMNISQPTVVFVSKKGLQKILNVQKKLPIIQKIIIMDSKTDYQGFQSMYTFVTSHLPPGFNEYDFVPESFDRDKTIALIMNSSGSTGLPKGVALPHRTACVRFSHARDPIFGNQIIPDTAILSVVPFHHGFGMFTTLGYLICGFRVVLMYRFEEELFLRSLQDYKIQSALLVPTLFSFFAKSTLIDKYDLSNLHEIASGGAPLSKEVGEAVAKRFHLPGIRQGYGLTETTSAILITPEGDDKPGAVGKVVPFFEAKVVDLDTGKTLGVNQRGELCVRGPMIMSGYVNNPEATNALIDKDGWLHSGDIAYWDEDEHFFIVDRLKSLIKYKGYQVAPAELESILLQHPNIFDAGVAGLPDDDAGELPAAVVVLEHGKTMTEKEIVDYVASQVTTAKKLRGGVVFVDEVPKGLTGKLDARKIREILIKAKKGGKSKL
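Material: Luciferase/luciferin reagent mix | Doses: Test compounds dosed from 2 mM stocks in 100% DMSO | Timing: 10 min incubation after luciferase reagent addition, room temperature | Measured by: Luminescence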
FLuc inh counter = counter-screen for luciferase assay inhibitors: firefly luciferase inhibition. ATPLite firefly luciferase biochemical luminescence, 10 min. 1.5% of 200,000 active. inhibition, % at 10 µM;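 active = inhibition above about 50% when tested at 10 µM, limit read from the data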
TNAP inh no acc = blocks human TNAP activity with no phosphate acceptor present | 0.26% of 200,000 active | P05186 | inhibition, % at 20 µM | AID 1012 | purified TNAP, CDP-star luminescence, 30 min;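 active = tissue-nonspecific alkaline phosphatase inhibition above about 50% at 20 µM in the single-dose screen, limit read from the data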;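 also: 0% = DMSO negative control and 100% = EDTA positive control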
PMI activator = activators of human phosphomannose isomerase; 0.005% of 190,000 active; activation factor at 20 µM; purified human PMI, coupled resazurin fluorescence, 20 min; stronger effect = higher value; 1 = vehicle control, 0 substrate-free wells; P34949; AID 1214;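 active = activation factor of 2 or more at 20 µM, relative to plate controls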
bIAP activator = increases bovine intestinal alkaline phosphatase activity; purified bovine IAP, CDP-star luminescence, 30 min; stronger effect = higher value; fold of DMSO-control signal, blank-subtracted; activation factor at 20 µM; 0.17% of 200,000 active; AID 1016;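 active = activation factor of 2 or more at 20 µM, a signal rise over negative controls twice the positive control's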
TNAP act hiacc = increases human TNAP activity under high phosphate acceptor concentration; P05186; purified TNAP, CDP-star luminescence, 1 M DEA, 30 min; stronger effect = higher value; 0 = EDTA background, 1 = DMSO-only activity; activation factor at 20 µM; 200,000 tested, under 10 active; AID 1136;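 active = activation factor at least 2 at 20 µM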
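Test system – human TNAP · Doses – 20 µM single point · Incubation – 30 min, room temperature · Signal – luminescent substrate turnover signal · Read-out basis – activation factor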
Starred values were filed as active, the others as inactive. Not a hit list; overall some 3.6% were active at least once.

SMILES	NF-kB neuron act	APP 5'UTR act	PMI act hi M6P	TNAP inh hiacc	FLuc stim CS	FLuc inh counter	TNAP inh no acc	PMI activator	bIAP activator	TNAP act hiacc
O=C(O)[C@H]1CCCC[C@H]1C(=O)Nc1ccc(Nc2ccccc2)cc1	1.1	-17	1	-4	1.1	-6	-10	1	0.8	1
O=C(Nc1ncc(Cc2ccccc2Cl)s1)c1ccc([N+](=O)[O-])cc1	1.4	25	1	2	1	-5	-13	0.9	0.9	1
O=Cc1cc([N+](=O)[O-])ccc1N1CCOCC1	0.97	-11	1	-3	1.1	-6	-10	1	0.9	1
O=C(CCS(=O)(=O)c1ccc(Br)cc1)N1CCN(Cc2ccccc2)CC1	0.92	19	1	-4	1.1	-5	-12	0.9	1	1
O=C(Nc1ccc(Br)cc1Cl)NC1CC1	1	4	0.9	-7	1	-4	-9	0.9	0.8	1.1
O=C1c2ccccc2C(=O)N1CCCCN(C(=O)c1cccc([N+](=O)[O-])c1)c1ccc(Cl)cc1	0.67	5	1.1	0	1.1	-6	-3	1.1	1	1
O=C1N=C(N2CCN(c3ccccc3)CC2)S/C1=C\c1cn[nH]c1-c1ccccc1	0.41	-38	1	0	1	-2	-20	1	1	1
CC(C)CC(=O)NNC(=S)Nc1ccc(S(N)(=O)=O)cc1	0.98	-13	0.7	1	1	-2	-61	0.5	1.3	1
Cc1nc(N2CCN(Cc3ccccc3)CC2)nc2c1C(=O)CC(c1ccco1)C2 (configuration not stated)	1.1	4	1	6	1	-2	11	1	1.1	0.9
O=C(Nc1ccc(Cl)cc1)Nc1cc([N+](=O)[O-])ccc1F	1.1	-4	1	-4	1	-3	-1	1.1	1	1
Cc1ccc(C)n1-c1nccc(-c2ccco2)n1	1	6	0.9	1	1	0	-6	1	1.2	1
COc1ccc(C(CC(=O)O)NC(=O)c2cc3cc(Br)ccc3oc2=O)cc1OC (configuration not stated)	1.2	-4	1	0	1.1	-8	1	1.1	0.9	1
O=C(CCCc1ccccc1)NCc1cccnc1	1	5	1	-6	1.1	-8	-12	1.1	0.9	1.1
Cc1cccc(Oc2cc(NC(=O)Cn3cnc([N+](=O)[O-])n3)cc([N+](=O)[O-])c2)c1	0.74	-6	0.9	-2	1	-1	0	0.9	1.5	1
COc1ccc(NC(=O)CN2C(=O)CSC2=O)cc1	2.9	10	0.8	-6	1	2	-18	0.9	0.9	1.1
Cc1ccc(C(=O)C(OC(=O)CN2C(=O)c3ccccc3C2=O)c2ccccc2)cc1 (configuration not stated)	1.2	13	0.8	-2	1	-1	-4	0.8	0.9	1
CC1(C)Oc2ccc(C(=O)N3CCCCC3)cc2N(CC(=O)NCc2ccccc2)C1=O	0.92	61	-0.1	0	1	-5	-4	1	1.1	1
Cn1c(=O)[nH]c(=O)c2c1nc(CN1CCOCC1)n2CCCc1ccccc1	1.1	7	0.9	-3	1.1	-9	-10	0.9	1	1
N#CC1=C(N)SC(N)=C(C#N)C1c1ccoc1	0.99	13	1.7	3	1	-5	-14	1.2	1.1	1
Cc1cc(NC(=O)CSCc2nc(-c3cccc(F)c3)oc2C)no1	0.84	-4	0.9	-7	1	0	-14	1	0.9	1.1
CSC(=NC#N)N1CCN(c2c(C)cccc2C)CC1	1.1	15	0.8	0	1	-4	-2	0.8	1	1
CC(=O)NS(=O)(=O)c1ccc(NC(=O)c2cc(-c3cccs3)nc3ccccc23)cc1	1.2	-1	1	-2	1.1	-5	-19	1	0.9	1
CCC(C)(C(=O)NC1CCCCC1)N(C)C(=O)c1ccccn1 (configuration not stated)	1	-1	1	-7	1	-5	-14	1	0.9	1.1
Clc1cccc(Cl)c1CO/N=C/c1c(-c2ccccc2)nc2n1CCS2	1	12	0.9	-6	1.1	-7	-10	0.8	0.9	1.1

Six compounds from above, showing only FLuc stim CS, TNAP act hiacc and TNAP inh no acc.
SMILES | FLuc stim CS | TNAP act hiacc | TNAP inh no acc
Cc1cc(NC(=O)CSCc2nc(-c3cccc(F)c3)oc2C)no1 | 1 | 1.1 | -14
CC(=O)NS(=O)(=O)c1ccc(NC(=O)c2cc(-c3cccs3)nc3ccccc23)cc1 | 1.1 | 1 | -19
COc1ccc(NC(=O)CN2C(=O)CSC2=O)cc1 | 1 | 1.1 | -18
CCC(C)(C(=O)NC1CCCCC1)N(C)C(=O)c1ccccn1 (configuration not stated) | 1 | 1.1 | -14
CSC(=NC#N)N1CCN(c2c(C)cccc2C)CC1 | 1 | 1 | -2
Clc1cccc(Cl)c1CO/N=C/c1c(-c2ccccc2)nc2n1CCS2 | 1.1 | 1.1 | -10

Other entries.
SMILES	NF-kB neuron act	APP 5'UTR act	PMI act hi M6P	TNAP inh hiacc	FLuc stim CS	FLuc inh counter	TNAP inh no acc	PMI activator	bIAP activator	TNAP act hiacc
Cc1cc(C)n2c(SCC(=O)Nc3ccc(F)cc3F)nnc2n1	1.1	14	0.9	0	1	-4	0	0.9	1	1
COC(=O)c1sccc1NC(=O)COc1ccc(C)cc1	1.4	12	1	-6	1.1	-8	-2	0.9	1	1.1
CN1N=C(C(=O)N2CCN(c3ccc([N+](=O)[O-])cc3)CC2)CCC1=O	1.1	-7	0.8	7	1	-3	4	0.9	0.8	0.9
C=C(C)c1cccc(C(C)(C)NC(=O)Nc2ccc(C(C)=O)cc2)c1	1	-11	0.9	-7	1	-4	-5	0.9	1.1	1.1
CCOC(=O)c1c2ccc(OCC(=O)N/N=C/c3ccc(C)cc3)cc2n2ccccc12	0.98	10	0.3	-3	1	-2	-21	0.3	1.3	1
CCOc1ccc(CCn2c(-c3ccco3)nc3ccccc3c2=O)cc1OCC	0.37	-6	1	-6	1.1	-11	-21	1	1	1.1
CC(=O)c1ccc2c3c(ccc(O)c13)CC2	1.2	11	0.7	-4	1	3	-9	0.8	0.8	1
COc1ccc(C2=C(C=Nc3c(C)n(C)n(-c4ccccc4)c3=O)C(c3ccccc3C)c3ccccc3O2)cc1OC (configuration not stated)	0.86	5	0.9	2	1	-3	2	0.8	0.7	1
Cc1ccc(NC(=O)CSc2nnc(C)c(=O)n2N)c(C)c1	1.1	3	0.9	1	1	3	-6	0.2	1.2	1
CCOC(=O)C1CCN(S(=O)(=O)c2cn(C)c(=O)n(C)c2=O)CC1	0.88	14	1.1	-8	1	-2	-1	1.1	0.9	1.1
O=C(COC(=O)c1cnccn1)NCCc1ccc(Cl)cc1Cl	0.89	-3	1	1	1.1	-5	-4	1	1.1	1
Cc1ccc(S(=O)(=O)N2CCCC2C(=O)Nc2nc3ccccc3s2)cc1 (configuration not stated)	1.2	1	0.8	-2	1	-4	-11	0.8	1	1
COc1ccccc1CNC(=O)C(NC(=O)c1ccccc1C)C(C)C (configuration not stated)	1	5	1.1	1	1	2	-10	1.1	1	1
COc1ccc(N(C)S(=O)(=O)c2cccc(C(=O)NC3CCC(C)CC3)c2)cc1 (configuration not stated)	0.68	4	1	-4	1	-4	-13	1	1	1
CCN(CC)c1nc(-c2ccccn2)nc(-c2ccccc2)c1C#N	0.8	-2	1.1	-5	1	-2	-11	1	1	1.1
CCOc1ncccc1C(=O)Nc1cc(S(=O)(=O)N2CCOCC2)ccc1N1CCCC1	0.94	-14	1	-3	1	0	5	1	1.2	1
Cc1cccc(OCC(O)Cn2c(-n3nc(C)cc3C)nc3c2c(=O)[nH]c(=O)n3C)c1 (configuration not stated)	0.83	23	1	-8	1.1	-6	-20	1	1	1.1
O=C(CSc1ncccc1-c1nc2ccccc2[nH]1)NC1CC1	0.86	12	0.9	-2	1	1	-6	1	1	1
CCOC(=O)N1CCc2[nH]c3ccc(C)cc3c2C1	0.88	0	1	-1	1	-3	5	1	1.1	1
CC1(C)C(=O)Nc2ccccc2N1C(=O)COC(=O)c1cc([N+](=O)[O-])ccc1N	0.62	12	1	-2	1	-2	-12	1	0.7	1
COc1cccc(NC(=O)Cn2nnc(-c3ccccc3N)n2)c1	1.2	1	1	-5	1	-5	-6	1	0.8	1
Cc1cccn2c(=O)c3cc(C(=O)NCCN4CCOCC4)c(=N)n(CCc4ccccc4)c3nc12	0.5	20	0.8	0	0.9	7	-7	0.9	0.9	1
CCOC(=O)c1cccc(N/C=C/C(=O)c2ccc(OC)c(OC)c2)c1	0.88	130	0.9	-6	1	0	4	0.8	0.9	1.1
Cc1cc(C)n(CC(C)NCc2cn[nH]c2-c2cccc3ccccc23)n1 (configuration not stated)	1.1	0	1	-1	1	-1	25	0.9	1.2	1
Cc1ccc(NC(=O)COC(=O)c2ccccc2Nc2ccccc2)cc1	1.3	-5	1	-8	1	1	-10	1	1.2	1.1
Cc1ccc(-c2nnn(CC(=O)N(Cc3cccs3)C(C(=O)NC3CCCC3)c3ccncc3)n2)cc1 (configuration not stated)	0.54	10	0.9	0	1	1	-13	0.9	1	1
COc1n[nH]c(C(=O)Nc2cc(Cl)ccc2Cl)c1[N+](=O)[O-]	1	18	1.1	1	0.9	7	-3	1	1	1
Cn1c(=O)[nH]c(=O)c2c1nc(NCc1ccccc1)n2CC(O)c1ccccc1 (configuration not stated)	0.99	-3	1	-5	1	-2	-14	1	1	1.1
Cc1sc(NC(=O)CSc2nnc(COc3ccc(Cl)cc3)n2C)c(C#N)c1C	1.1	-2	1	-2	1	-4	-7	1.1	0.6	1
O=C(CSc1ccc(-c2cccc([N+](=O)[O-])c2)nn1)N1CCCCC1	0.79	-2	1.1	-3	1	-3	-11	1.1	1	1
CCCCc1c(C)c(C#N)c2[nH]c3ccccc3n2c1=O	0.48	7	0.9	1	1	-4	-8	0.9	0.9	1
O=C(OC(C(=O)NCc1ccc2c(c1)OCO2)c1ccc(Cl)cc1)c1ccco1 (configuration not stated)	1.1	-1	0.9	-4	1.1	-6	6	1	0.9	1
C/C(=N\NC(=O)c1ccoc1C)c1cccnc1	12*	152*	1.1	-1	0.9	13	-4	1	0.7	1
Cc1cc(C)c2oc(C(=O)Nc3nnc(C(C)C)s3)cc(=O)c2c1	0.99	11	1.1	-3	1.1	-6	-5	1.2	1	1
CCc1[nH]c(=O)c(C#N)c2c1COC(C)(C)C2	0.8	21	0.9	-2	1	-1	-8	0.9	1	1
O=C(O)c1ccccc1C(=O)c1ccc2c(c1)N(Cc1cccc(F)c1)C(=O)CO2	0.99	16	0.9	-1	1	-3	-6	0.9	1	1
Oc1ccccc1-c1nc2cnccn2c1Nc1ccc2c(c1)OCCO2	0.95	7	0.9	-1	1	0	-1	0.9	0.7	1
O=S(=O)(NCCc1cn2ccccc2n1)c1cccs1	1.3	14	0.9	-4	1.1	-6	-5	0.8	1.2	1
COc1ccc(NC(=O)CC2C(=O)N(C)C(=S)N2Cc2ccc3c(c2)OCO3)cc1 (configuration not stated)	0.97	-21	1.1	-1	1	-1	-5	1.1	0.9	1

Exported in markdown: part of the list above
| SMILES | NF-kB neuron act | APP 5'UTR act | PMI act hi M6P | TNAP inh hiacc | FLuc stim CS | FLuc inh counter | TNAP inh no acc | PMI activator | bIAP activator | TNAP act hiacc |
| --- | --- | --- | --- | --- | --- | --- | --- | --- | --- | --- |
| CCc1[nH]c(=O)c(C#N)c2c1COC(C)(C)C2 | 0.8 | 21 | 0.9 | -2 | 1 | -1 | -8 | 0.9 | 1 | 1 |
| O=C(O)c1ccccc1C(=O)c1ccc2c(c1)N(Cc1cccc(F)c1)C(=O)CO2 | 0.99 | 16 | 0.9 | -1 | 1 | -3 | -6 | 0.9 | 1 | 1 |

High-throughput results (PubChem BioAssay)
